From PubChem BioAssay
CHRM4 agonist – human M4 muscarinic receptor agonists, primary screen, CHO-K1 cells, Fluo-8 calcium fluorescence; Muscarinic acetylcholine receptor M4 (Homo sapiens), P08173; CHO-K1 hM4/Gqi5; vehicle 0%, full acetylcholine response 100%; activation, % at 3 µM; 360,000 compounds, 0.14% hits; AID 624127, 2012;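 active means activation above the run mean over all test wells plus 3 SD, cut at about 32% in these data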;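 further: peak over basal fluorescence ratio per well then scaled between controls; 0% = DMSO wells and 100% = acetylcholine at EC100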
M5 ag – human M5 muscarinic receptor agonists, primary screen, CHO-K1 cells, Fluo-8 calcium fluorescence | Muscarinic acetylcholine receptor M5 (Homo sapiens), P08912 | CHO-K1 hM5 cells; 0% DMSO wells, 100% maximal acetylcholine response | activation, % at 3 µM | 360,000 compounds, 0.19% hits | AID 624037, 2012;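 active means activation above the run's mean over test compounds plus 3 SD, cut at about 23% in these data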;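 further: signal is peak over basal fluorescence ratio across the kinetic read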
CRFBP-R2 block – antagonists of CRF-BP/CRF-R2 complex, primary screen, cell-based, HEK293, calcium dye fluorescence, uHTS | CRF-induced calcium fluorescence | inhibition, % at 11.8 µM | 350,000 compounds, 0.59% hits | AID 588475, 2011;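 active means inhibition of the ligand-induced calcium signal above about 50% at the single tested concentration, limit read from the data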
M4 antag – human M4 muscarinic receptor antagonists, primary screen, CHO cells, Fluo-8 calcium fluorescence. inhibition, % at 3 µM. 360,000 compounds, 0.73% hits. AID 624125, 2012. CHO-hM4 cells, ACh EC80. Muscarinic acetylcholine receptor M4 (Homo sapiens), P08173;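 active means inhibition above its plate's cutoff, the mean inhibition of sample wells plus 3 SD, cut at about 27% in these data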;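 further: 0% = acetylcholine EC80 with DMSO and 100% = DMSO without agonist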
CRFBP-R2 agonist – agonists of CRF-BP/CRF-R2 complex, primary screen, cell-based, HEK293, calcium dye fluorescence, uHTS | CRF-binding protein / CRF receptor 2 complex (human) | calcium dye fluorescence (FLIPR); percent of saturating CRF peptide response | activation, % at 13.2 µM | 350,000 compounds, 0.46% hits | AID 588473, 2011;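 active means activation of at least 50%, plus an integration ratio under a set limit after plate pattern correction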;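 further: plate controls were neutral control wells without compound for no effect and CRF at EC100 for full effect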
IDE cell inh – human IDE inhibitors in live cells, primary screen, fluorescence polarization, HEK cells, FAbetaB substrate; AID 434962, 2010; inhibition, % at 5.59 µM; Insulin-degrading enzyme (Homo sapiens), P14735; 320,000 compounds, 0.41% hits; FAbetaB cleavage;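 active means percent inhibition above the average of all tested compounds plus 3 SD, set per screening campaign, cut at about 16% in these data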;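 further: IDE supplied by intact live HEK cells; FP after avidin binding of uncleaved biotin substrate so inhibition keeps polarization high; 0% = DMSO wells and 100% = 60 µM reference IDE inhibitor Ii1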
Target sequence (P14735 whole entry, looked up): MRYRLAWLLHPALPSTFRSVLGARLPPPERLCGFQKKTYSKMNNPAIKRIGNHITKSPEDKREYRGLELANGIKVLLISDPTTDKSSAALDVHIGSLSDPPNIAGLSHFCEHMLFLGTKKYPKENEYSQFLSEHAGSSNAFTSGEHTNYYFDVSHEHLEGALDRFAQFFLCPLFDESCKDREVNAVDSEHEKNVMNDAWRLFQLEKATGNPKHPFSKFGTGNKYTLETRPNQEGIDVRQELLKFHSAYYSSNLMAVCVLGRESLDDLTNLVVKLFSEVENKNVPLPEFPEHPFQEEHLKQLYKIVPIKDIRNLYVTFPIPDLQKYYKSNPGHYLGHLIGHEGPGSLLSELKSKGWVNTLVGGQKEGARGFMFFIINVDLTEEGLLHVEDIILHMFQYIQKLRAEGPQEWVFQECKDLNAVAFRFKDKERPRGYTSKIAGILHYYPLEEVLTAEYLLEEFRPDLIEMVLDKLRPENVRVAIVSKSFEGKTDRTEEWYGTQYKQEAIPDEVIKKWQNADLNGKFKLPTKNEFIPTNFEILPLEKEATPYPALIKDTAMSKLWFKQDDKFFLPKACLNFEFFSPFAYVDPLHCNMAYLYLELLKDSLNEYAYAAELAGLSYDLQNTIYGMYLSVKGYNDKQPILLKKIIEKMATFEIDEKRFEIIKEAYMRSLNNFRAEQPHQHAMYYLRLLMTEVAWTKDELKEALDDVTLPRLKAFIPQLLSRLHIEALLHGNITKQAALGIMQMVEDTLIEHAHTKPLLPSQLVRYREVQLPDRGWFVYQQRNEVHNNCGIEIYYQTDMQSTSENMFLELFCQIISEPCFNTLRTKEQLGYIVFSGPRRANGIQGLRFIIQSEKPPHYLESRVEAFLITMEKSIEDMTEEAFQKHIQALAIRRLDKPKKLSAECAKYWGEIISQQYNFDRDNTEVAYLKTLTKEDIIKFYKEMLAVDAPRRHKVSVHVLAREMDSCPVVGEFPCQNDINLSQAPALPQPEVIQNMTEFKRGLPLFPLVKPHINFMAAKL
CHRM5 antagonist – human M5 muscarinic receptor antagonists, primary screen, CHO cells, Fluo-8 calcium fluorescence. CHO-hM5 cells, ACh EC80. inhibition, % at 3 µM. 360,000 compounds, 0.59% hits;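 active means inhibition above a per-plate cutoff, the mean of that plate's test compounds plus 3 SD, cut at about 27% in these data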;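 further: 0% = acetylcholine EC80 with DMSO and 100% = DMSO without agonist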
M4 PAM – human M4 muscarinic receptor positive allosteric modulators, primary screen, CHO-K1 cells, Fluo-8 calcium fluorescence | CHO-K1 hM4/Gqi5, ACh EC20; 0% = ACh EC20, 100% = maximal ACh | activation, % at 3 µM | 360,000 compounds, 0.4% hits | Muscarinic acetylcholine receptor M4 (Homo sapiens), P08173;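 active means activation above its plate's cutoff, the mean activation of sample wells plus 3 SD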; further: some results filed as inactive read as strong as hits
M5 PAM – human M5 muscarinic receptor positive allosteric modulators, primary screen, CHO-K1 cells, Fluo-8 calcium fluorescence; CHO-K1 hM5, ACh EC20 PAM; 0% = ACh EC20, 100% = ACh EC100; activation, % at 3 µM; 360,000 compounds, 0.3% hits;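 active means activation above the run cutoff, the mean activation of all test compounds plus 3 SD, cut at about 18% in these data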
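Replicates: One well per compound, no replicates | System: Human M5 receptor in CHO-K1 cells | Benchmarks: Low control EC20 acetylcholine (0%), high control EC100 acetylcholine (100%) | Probe or stimulus: Acetylcholine, EC20 level | Times: Fluo-8 loading 80 min at 37 °C plus 30 min room temperature | Signal: Intracellular calcium via Fluo-8 fluorescence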
An asterisk follows results filed as active; . = no result given. Not a hit list. About 2.9% of those tested had a hit in this group.

CHRM4 agonist	M5 ag	CRFBP-R2 block	M4 antag	CRFBP-R2 agonist	IDE cell inh	CHRM5 antagonist	M4 PAM	M5 PAM	SMILES
0	0	25	-12	-1.0	-2	-3	12	-1	O=C(CC1SC(N2CCCCC2)=NC1=O)Nc1ccc(C(=O)NCCc2ccc(F)cc2)cc1 (configuration not stated)
7	-2	-3	-6	-3.1	5	-10	6	0	O=S(=O)(c1ccccc1)N1N=C(c2ccc(O)cc2)CC1c1ccco1 (configuration not stated)
15	6	-9	-10	-2.3	6	-13	-7	-1	CCC1CN(C(=O)N2CCC(C(=O)NCc3ccccc3C)CC2)c2ccccc2O1 (configuration not stated)
1	0	-2	15	-0.9	1	11	-3	5	Cc1ccc(NC(=O)C2CCN(S(=O)(=O)c3c(C)noc3/C=C/N(C)C)CC2)cc1
4	3	-3	2	0.5	.	1	-2	5	COc1ccc(NC(=O)c2ccc(NC(=O)CN3CCN(c4ccc(O)cc4)CC3)cc2)cc1
1	-3	0	-16	0.6	3	-10	8	2	O=C(Cc1cccc2ccccc12)NCC1CCCO1 (configuration not stated)
1	-3	3	6	1.1	4	4	2	-2	COc1ccc2nc(CCN(C)C(=O)C3CCC(=O)N(Cc4cccc(F)c4)C3)[nH]c2c1 (configuration not stated)
3	-5	13	-10	0.0	1	4	7	0	CN1C(=O)c2ccc(NC(=O)c3cccc(N4C(=O)CCC4=O)c3)cc2C1=O
1	1	19	1	0.5	-2	-2	-7	-2	CCOc1ccc(NC(=O)C(C)Oc2ccccc2C(=O)Nc2cccc(Cl)c2Cl)cc1 (configuration not stated)
2	-2	-12	2	-0.6	3	4	13	1	C/C(=N\N1CCN(C2c3ccccc3-c3ccccc32)CC1)c1ccncc1
0	1	-23	4	0.2	0	-1	2	1	CCCCn1c(SCC(=O)Nc2nccs2)nc2ccccc2c1=O
0	2	33	-2	-2.9	.	6	-2	-8	CCOc1ccccc1NC1=C(OC)C(=O)C(Nc2ccccc2OCC)=C(OC)C1=O
0	-2	2	3	-0.1	1	2	4	-7	Cc1cccc(C(=O)OC(C)C(=O)N2CCc3ccccc3C2)c1C (configuration not stated)
0	-1	1	-5	8.7	0	4	1	-1	COc1cccc(SCc2noc(C(=O)NCCC(C)C)c2C(=O)NCCC(C)C)c1
6	-1	9	7	1.5	-3	12	-5	-7	O=C(NCc1ccccc1F)c1ccc(S(=O)(=O)N2CCCCCC2)cc1
1	-1	8	5	0.9	3	1	0	0	COc1ccc(Cl)cc1Nc1nc(C)nc2c1oc1ccccc12
1	2	-3	2	-1.8	3	5	-6	-4	Cc1cc(NC(=O)c2noc3c2CCCC3)no1
2	3	30	1	-1.2	-2	2	11	-3	CCCCCc1ccc(CC(=O)O)cc1
0	0	1	-6	-0.9	.	6	13	2	Nc1nc(-c2cccnc2)nn1C(=O)c1ccccc1Cl
2	-4	-5	21	-2.5	4	5	-26	-10	COc1ccc(C(C)(C)C)cc1NC(=S)NCCN1CCOCC1
1	-3	-2	-6	0.6	0	12	-1	-2	COCCCNC(=O)c1c[nH]c2ccc(S(=O)(=O)N3CCc4ccccc43)cc2c1=O
0	0	-9	2	-0.9	1	6	3	-7	COc1ccc(O)c(/C=N/NC(=O)c2c(C)nnn2-c2nonc2N)c1
-1	-2	-5	-2	3.3	4	-5	6	0	CCOc1ccc(/C=N/NC(=O)Cc2csc(Nc3cccc(C(F)(F)F)c3)n2)cc1
1	-3	-16	1	-1.4	0	-1	-2	6	CCCC(=O)Nc1nc(C)c(C(C)=O)s1
1	0	-6	-15	-2.3	-1	4	7	-4	Cc1ccc2c(c1)NC(=O)C(CC(=O)O)O2 (configuration not stated)
1	-5	5	6	0.5	.	11	-7	-8	COCCC(=O)N1CCC(Oc2ccc(C(=O)N3CCCC(COC)C3)cc2)CC1 (configuration not stated)
-1	-1	14	6	1.9	2	1	-3	-6	CCSc1ccccc1C(=O)Nc1ccc(S(=O)(=O)NC(C)=O)cc1
1	-3	2	3	-0.7	0	12	-7	-6	CCOC(=O)Cn1ccc(-c2ccccc2)c(C#N)c1=O
0	6	-1	-9	-0.5	0	3	-1	-2	CC(C)C[C@@H](CO)N1CCN(Cc2ccc([N+](=O)[O-])cc2)CCC1=O
1	1	-7	7	1.0	1	15	-1	-1	COc1ccc(C2(c3ccc(OC)cc3)NC(=O)N(CC(=O)NC(C)C)C2=O)cc1

Profiles, looked up by structure. Values in the order: CHRM4 agonist	M5 ag	CRFBP-R2 block	M4 antag	CRFBP-R2 agonist	IDE cell inh	CHRM5 antagonist	M4 PAM	M5 PAM
Listed for O=C(NCc1ccccc1F)c1ccc(S(=O)(=O)N2CCCCCC2)cc1 : 6	-1	9	7	1.5	-3	12	-5	-7
Listed for O=C(Cc1cccc2ccccc12)NCC1CCCO1 (configuration not stated) : 1	-3	0	-16	0.6	3	-10	8	2
Listed for COc1cccc(SCc2noc(C(=O)NCCC(C)C)c2C(=O)NCCC(C)C)c1 : 0	-1	1	-5	8.7	0	4	1	-1
Listed for CCCCCc1ccc(CC(=O)O)cc1 : 2	3	30	1	-1.2	-2	2	11	-3

Going on with the list:
CHRM4 agonist	M5 ag	CRFBP-R2 block	M4 antag	CRFBP-R2 agonist	IDE cell inh	CHRM5 antagonist	M4 PAM	M5 PAM	SMILES
1	-1	-15	-1	2.6	-2	6	3	4	C/C(=N\NC(=S)NC1CCCCC1)c1ccc(Cl)c(Cl)c1
0	1	-17	-4	0.8	0	-1	-2	1	Cc1ccc(NCc2nc3ccccc3n2C)cc1
10	3	-21	3	-1.3	4	9	-13	-13	Cc1cc(C(=O)OCC(=O)c2ccc3c(c2)NC(=O)CO3)c2ccccc2n1
2	-5	.	6	.	6	6	-9	-2	CCS(=O)(=O)N1CCN(C2CCC(c3ccccc3)CC2)CC1 (configuration not stated)
1	-2	14	2	-1.1	4	11	8	-3	COC(=O)c1ccc(COC(=O)c2ccc(CS(=O)(=O)c3ccc(C)cc3)cc2)cc1
4	0	-7	7	-3.6	4	7	-4	-5	Cc1ccc(S(=O)(=O)Oc2ccccc2/C=N/NC(N)=S)cc1
11	-6	4	37*	4.6	2	35*	-12	-34	COc1ccc(CCN2C(=O)CSC2=Nc2ccc(C(C)C)cc2)cc1OC
1	-2	9	5	-1.2	3	8	0	1	Cc1nn(CC(=O)Nc2ccc3c(c2)OCCO3)c(C)c1[N+](=O)[O-]
1	-6	-10	10	1.6	3	-5	-5	1	CCN1C(=O)CC(c2ccco2)Sc2ccccc21 (configuration not stated)
5	6	-30	6	1.1	8	-13	2	-1	O=C(Nc1nc2cc3c(cc2s1)OCO3)C1CCCCC1
2	-3	-9	-6	0.1	-3	15	-2	-5	COc1ccccc1N(CC1CO1)S(=O)(=O)c1ccc(C)cc1 (configuration not stated)
1	3	-2	-11	1.1	2	-16	9	21*	Nc1nonc1NN=C1CCCCC1
1	-1	7	-3	0.3	2	2	5	2	Cn1cccc1C(=O)NNC(=O)COc1ccc(Br)cc1
19	-1	8	-6	-0.5	6	18	-11	-13	OCCC1CN(Cc2cccn2-c2ncccn2)CCN1CCc1ccccc1 (configuration not stated)
3	-1	8	-4	-0.3	1	1	-3	0	CC(=O)Nc1ccc(C(=O)OCC(=O)Nc2ccc([N+](=O)[O-])cc2C(F)(F)F)cc1
4	0	-28	-8	-8.7	4	3	-3	-8	COc1ccccc1NC(=O)C1(C)Cc2ccccc2C(=O)O1 (configuration not stated)
14	0	-15	9	-0.1	-2	17	-7	-24	CCN(CC(=O)Nc1ccc(NC(C)=O)cc1)C(=O)/C=C/c1cn(-c2ccccc2)nc1-c1cccs1
2	-3	-26	-2	-0.3	-4	9	-1	4	Cc1ccc(C(=O)CN2C(=O)NC3(CCc4ccccc43)C2=O)c(C)c1 (configuration not stated)
0	0	-13	2	-0.7	-1	2	18	2	O=C(Cn1cnc2c(nnn2Cc2ccccc2F)c1=O)NCC1CCCO1 (configuration not stated)
0	-6	-7	0	-2.4	-3	-1	-5	-3	CCn1c(C(=O)NCCCN2CCc3ccccc3C2)cc2sccc21
10	-4	-10	-4	-0.1	.	14	-3	-16	CC(C)(CCc1ccccn1)C(=O)C(CCc1ccccn1)CCc1ccccn1
2	-1	-20	-16	1.3	6	12	-5	0	c1ccc(Cn2nnc(CNc3ccccc3)c2-c2c(CNc3ccccc3)nnn2Cc2ccccc2)cc1
.	-1	-2	9	-0.8	4	7	-3	-1	COCCNc1cc(-c2ccccc2)nc2cc(-c3cccc(F)c3)nn12
0	0	.	10	.	.	-10	-4	1	Cc1cc2nc(C3CCCCC3)c(Cc3cccc(F)c3)n2c(C)c1Br
1	-1	-10	2	-2.2	1	4	-11	-2	CC(C)N(Cc1c(O)ccc2c(=O)c(-c3ccc(Cl)cc3)coc12)C(C)C
0	3	6	1	-1.4	-2	-5	2	-2	CCc1cc2c(=O)n(-c3ccccc3)c(SCC(N)=O)nc2s1
1	1	-23	-11	13	.	0	2	1	COc1ccc(S(=O)(=O)Nc2ccc3c(c2)[C@H]2C[C@H](CC(=O)NCC4CC4)O[C@@H](CO)[C@H]2O3)cc1
0	-5	15	4	-1.6	3	-1	-1	-2	CCOc1ccc(NC(=O)c2ccc3c(SCC(=O)O)c4c(nc3c2)CCCC4)cc1
3	-1	-17	-1	-0.1	8	7	-10	1	CC(C)OP(=O)(c1ccc(N(C)C)cc1)C(Nc1ccccc1)c1ccccc1 (configuration not stated)
0	-3	-17	14	1.1	2	3	-11	-2	O=c1[nH]c2ccc(Cl)cc2c(-c2ccccc2)c1SC(=S)N1CCCCC1
7	0	-26	-8	-1.0	0	4	-1	-1	FC(F)(F)c1ccnc(Oc2ccc(C3=NCCS3)cc2)c1
0	1	11	0	-2.7	3	8	3	-4	CCOC(=O)Nc1cc(=O)c2ccccc2o1
1	3	108*	-8	-0.1	1	15	2	3	COc1ccc(NC(=O)c2nc3nccc(C)n3n2)cc1S(=O)(=O)N1CCOCC1
3	-1	-7	-8	0.7	6	-1	8	2	O=C(Nc1ncccc1O)C1CCN(S(=O)(=O)c2ccc3ccccc3c2)CC1
0	0	-5	1	0.6	.	11	-7	-3	CCOC(=O)C1=C(C)NC(=O)NC1c1ccc(N(C)C)cc1 (configuration not stated)
13	0	-3	-7	1.6	-4	13	-22	-16	COc1ccc(C(=O)CCc2ccc(OC)c(OC)c2)cc1
0	-4	-9	-2	1.5	-2	-5	-4	4	Cc1ccc(NC(=O)C2C3CCCC2C3c2ccccc2)c(C)c1 (configuration not stated)
0	0	18	-4	-1.9	-4	0	10	1	COC(=O)Cn1ncn2cccc2c1=O
1	-1	-160	7	126*	0	-3	-3	6	Cc1ccc(S(=O)(=O)Oc2ccc(C(c3c(C)[nH][nH]c3=O)c3c(C)[nH][nH]c3=O)cc2)cc1
1	0	-9	3	0.6	12	3	1	2	CCC[n+]1c2ccccc2cc2ccccc21
